# IP6K1 inh = IP6K1 kinase inhibition; Q92551; IP6K1 kinase, ADP-Glo luminescence, 2 h; active compounds read low; activity change, % (series mostly up to about 58 µM); 140,000 tested, 0.81% active; AID 1645851; in the data active = activity change below about -25%
# Target sequence (Q92551 whole entry, looked up): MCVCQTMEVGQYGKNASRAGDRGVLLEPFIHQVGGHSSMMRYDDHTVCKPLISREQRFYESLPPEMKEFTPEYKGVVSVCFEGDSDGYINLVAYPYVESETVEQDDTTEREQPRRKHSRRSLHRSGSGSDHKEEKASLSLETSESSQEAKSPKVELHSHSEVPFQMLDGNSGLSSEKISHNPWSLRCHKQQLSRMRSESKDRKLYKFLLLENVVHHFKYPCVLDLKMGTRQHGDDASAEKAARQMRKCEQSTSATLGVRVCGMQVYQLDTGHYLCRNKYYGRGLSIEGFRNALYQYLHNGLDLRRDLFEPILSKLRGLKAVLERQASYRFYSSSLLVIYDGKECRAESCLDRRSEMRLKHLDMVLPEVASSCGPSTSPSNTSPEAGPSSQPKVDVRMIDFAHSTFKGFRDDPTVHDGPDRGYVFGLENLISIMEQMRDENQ
#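 ADP-Glo luminescence measures ADP made by human IP6K1 during a 2 h RT reaction with ATP/IP6 (mix at 1.3 mM/130 uM); top library doses 57.5 and 19.1 uM final.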
# HEK293 tox = HEK 293 cell cytotoxicity; Potency, µM (series often up to 115 µM), for the others: top-dose activity change, negative = cytotoxicity, most hits filed as inhibitors; HEK 293 viability, ATP luminescence (CellTiter-Glo), 48-72 h; 94,000 tested, 6.6% active; note: potency is the fitted concentration of half-maximal effect; nearly all actives have a fitted effect of over 60% in size
#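 HEK 293 cells seeded at 250 cells/well were exposed to compound for 48 or 72 hr at 37 degree Celsius. Viability taken as ATP content by CellTiter-Glo luminescence.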
# SNCA expr inhib = inhibitors of alpha-synuclein (SNCA) gene expression; HEK-293 SNCA-luciferase knock-in, luminescence, 24 h; 140,000 tested, 0.17% active; Potency, µM (highest dose often 57.2 µM), for inactives: at the highest dose activity change, negative = inhibition, hits mostly inhibitors;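 note: potency is the fitted concentration of half-maximal effect; plate controls were DMSO cells for no effect and cell-free wells for full effect; nearly all actives have a fitted effect of over 45% in size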
# HEK293 viab = counter-screen for SNCA expression inhibitors: cell viability. HEK-293-SNCA-luc viability, GF-AFC fluorescence, 24 h. Potency, µM (highest dose often 57.1 µM), inactives show top-dose activity change, negative = cytotoxicity, hits mostly cytotoxic. 150,000 tested, 0.12% active. AID 1671193;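 note: potency is the fitted concentration of half-maximal effect; 0% = DMSO-treated cells and -100% = medium-only wells without cells; nearly all actives have a fitted effect of over 30% in size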
#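 HEK-293-SNCA-luc cells (1500/well) plated 24 h, then exposed 24 h to a dilution series; GF-AFC added 30 min at 37C, fluorescence 405/540 nm; normalised to medium-only and DMSO wells, Hill fit.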
# GPT2 inh = GPT2 alanine aminotransferase inhibition; Q8TD30; Recombinant GPT2, coupled pyruvate oxidase/HRP Amplex Red fluorescence; Potency, µM (highest dose often 57.7 µM), for the others: top-dose activity change, negative = inhibition, usual class: inhibitors; 100,000 tested, 0.25% active; AID 1671188; note: potency is the fitted concentration of half-maximal effect; nearly all actives have a fitted effect of over 60% in size; many of its hits are not listed in these tables
# Target sequence (Q8TD30 whole entry, looked up): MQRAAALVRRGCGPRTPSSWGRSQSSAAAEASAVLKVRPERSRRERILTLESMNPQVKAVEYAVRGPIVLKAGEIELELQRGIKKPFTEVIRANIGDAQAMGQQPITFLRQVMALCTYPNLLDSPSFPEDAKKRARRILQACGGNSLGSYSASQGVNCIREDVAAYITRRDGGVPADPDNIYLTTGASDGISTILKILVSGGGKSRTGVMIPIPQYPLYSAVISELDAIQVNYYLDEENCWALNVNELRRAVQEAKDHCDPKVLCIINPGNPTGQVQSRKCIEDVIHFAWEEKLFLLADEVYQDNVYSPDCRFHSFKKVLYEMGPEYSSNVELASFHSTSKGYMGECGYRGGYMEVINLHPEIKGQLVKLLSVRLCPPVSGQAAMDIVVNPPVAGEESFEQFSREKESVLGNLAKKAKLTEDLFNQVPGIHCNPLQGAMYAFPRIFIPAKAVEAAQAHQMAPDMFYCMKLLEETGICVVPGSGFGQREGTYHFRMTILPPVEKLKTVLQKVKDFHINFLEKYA
#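 Recombinant GPT2 (10ng/uL) with 250uM a-KG and 2mM L-alanine, 30 min at room temperature, in HEPES pH 7.5 buffer. Pyruvate detected by pyruvate oxidase/HRP/Amplex Red fluorescence after 30 min in the dark; AOA (50uM) as positive control.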
# NIH3T3 tox = NIH 3T3 cell cytotoxicity; NIH 3T3 viability, CellTiter-Glo ATP luminescence, 48-72 h; Potency, µM (titrated, usually from 96.7 µM), for the others: at the highest dose activity change, negative = cytotoxicity, usual class: inhibitors; 94,000 tested, 4.3% active; note: potency is the fitted concentration of half-maximal effect; nearly all actives have a fitted effect of over 55% in size
#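 Viability of NIH 3T3 cells after 48 or 72 hr compound treatment at 37 °C was assessed by CellTiter-Glo, with luminescence imaged following a 10 min room-temperature step.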
# Luciferase inh = inhibitors of firefly (Photinus pyralis) luciferase; AID 1347043; P08659; Potency, µM (titrated, usually from 115 µM), for inactives: at the highest dose activity change, negative = inhibition, most hits filed as inhibitors; 76,000 tested, 2.5% active; purified P. pyralis luciferase, luminescence, biochemical; note: potency is the fitted concentration of half-maximal effect; nearly all actives have a fitted effect of over 65% in size
#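 Cell-free enzyme assay, 10nM P. pyralis luciferase, luciferin and ATP each at 10uM. Inhibition profiled over a 6-point titration, read as luminescence.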
# * hit, by the source's call; i = inactive; ? = inconclusive; nt = no result given; [ ] = dose if it differs, or a comment. Unless noted, calls come from the whole dose curve; as a rule, active = well fitted curve in the direction sought with a large enough effect; inconclusive = small, poorly fitted or top-dose-only effect, or another doubt; inactive = no such curve, though single readings can be large; an effect the other way counts as inactive or inconclusive. Unless noted, % is set by controls: 0 for no effect and ±100 for the full control effect. Some of the compounds tested; rates above refer to the full screens.
# Order of values – NIH3T3 tox	SNCA expr inhib	IP6K1 inh	Luciferase inh	HEK293 tox	HEK293 viab	GPT2 inh
Cc1ccc(C)c(CN2C(=O)c3ccccc3S(=O)(=O)c3ccc(C(=O)NCc4ccccc4)cc32)c1
  nt	-29.6%	29.5	nt	nt	3.0%	nt
O=C(CCc1ccccc1)N1CCC2(CC1)CC(N(Cc1ccccc1)C1CC1)CCO2 (configuration not stated)
  ?	-9.3%	-27.3*	-8.8%	?	1.6%	-1.1%
CCCN(C(=O)CCNC(=O)Cn1cnc2ccccc2c1=O)c1cccc(C)c1
  nt	9.5%	-1.4	nt	nt	-0.7%	nt
CCC(C)Nc1ncnc2c1CN(C1CCNCC1)C(=O)CN2C (configuration not stated)
  4.6%	7.8%	1.2	nt	i	0.3%	-11.4%
Cc1ccccc1CN1Cc2nc(-c3c(C)noc3C)ccc2OCC1=O
  ?	17.8%[87.6 µM]	-7.4	8.4%[172 µM]	?	4.4%[87.6 µM]	-5.8%[88.5 µM]
O=C(c1ccc2nnc(-c3ccc(Cl)cc3)n2c1)N1CCCC1
  -10.6%[138 µM]	?	3.7	nt	i	6.3%[87.6 µM]	?
CN1CC(=O)N(C2CCCCC2)Cc2c1ncnc2N1CCN(c2ncccn2)CC1
  44.7µM*	12.4%	-10.9	nt	44.7µM*	-12.5%	i
CC[C@H]1CN(C(=O)C(C)(C)C)CC[C@H]1CC(=O)NCc1ccccc1
  -25.3%[174 µM]	10.8%[87.6 µM]	-4.1	0.0%[172 µM]	-30.2%[172 µM]	-10.4%[87.6 µM]	4.7%[88.5 µM]
CCOC(=O)c1ccc(NC(=O)CSc2nc3ccccc3c(=O)n2CCNC(C)=O)cc1
  nt	49.0%[activator]	47.1	nt	nt	-14.4%	nt
O=C(CSc1ncc2c(n1)-c1ccccc1N(Cc1ccc(F)cc1)S2(=O)=O)NCCc1ccccc1
  nt	-16.5%	7.2	nt	nt	-3.3%	nt
COCCn1cc2c3c(cccc31)CN(C(=O)c1cccc(Cl)c1)CC2
  ?	35.1%[activator]	10.7	8.1%	?	1.1%	-5.0%
CCOc1ccc(-c2nonc2NC(=O)c2ccco2)cc1OCC
  nt	31.9%[activator]	-20.9	nt	nt	3.2%	nt
CC1=C(C(=O)Nc2cccnc2)C(c2ccccc2)n2nc(SCc3ccccc3Cl)nc2N1 (configuration not stated)
  nt	43.3%[activator]	1.9	nt	nt	9.4%	nt
O=C(c1ccc(F)c(F)c1)N1CCC(n2cc(-c3nc(-c4ccccc4)no3)nn2)C1 (configuration not stated)
  ?	13.2%	-10.8	?	39.8µM*	-18.6%	i
Cc1cc(OCc2nc(-c3ccccc3Cl)cs2)ccc1OCC(=O)O
  nt	nt	-3.2	nt	nt	-7.9%	i
CCOC(=O)c1c(N)n(-c2ccccc2CC)c2nc3ccccc3nc12
  nt	0.1%	39.2	nt	nt	28.5%	nt
CCc1cccc(NC(=O)c2ccc(NC(=O)N3CCSc4ncccc43)cc2)c1
  nt	32.2%[activator]	6.1	nt	nt	-6.9%	nt
CC(C)c1noc(-c2cn(C3CCN(C(=O)c4cc(F)ccc4F)CC3)nn2)n1
  -8.8%	0.4%	1.1	14.0%	?	14.7%	i
CN1CC(=O)N(C2CCC2)Cc2c1ncnc2N1CCC(N2CCCCC2)CC1
  ?	21.6%	-0.7	-8.7%	-8.2%	-6.3%	i
CCCNC(=O)N[C@@H]1C[C@H](Cn2cc(C3CC3)nn2)[C@@H](O)[C@H]1O
  i	11.2%[87.6 µM]	3.5	0.2%[172 µM]	i	-2.7%[87.6 µM]	?
COc1ccc(-c2nc(CNC(=O)Nc3ccccc3)c(C)o2)cc1
  nt	16.8%	30.8	nt	nt	-7.4%	nt
COc1cc(CN2C[C@@H]3C(=O)N(CCCN4CCCC4=O)C(=O)[C@@H]3C2)cc(OC)c1
  -16.0%	25.3%	-6.6	-10.1%	0.7%	1.6%	i
N#Cc1ccccc1CN1C(=O)NC(c2cccnc2)(C2CCNCC2)C1=O (configuration not stated)
  -0.4%	4.0%	-2.9	5.5%	-11.7%	-12.8%	-6.9%
O=C(O)CCC1CCCN(S(=O)(=O)c2ccccc2F)C1 (configuration not stated)
  i	6.0%	4.9	-5.7%	6.7%	-4.6%	-11.4%
O=C(Nc1ccc(F)cc1)N1CCOc2ccc(CN3CCc4ccccc4C3)cc2C1
  ?	-3.1%	-1.7	-4.0%	?	-17.7%	i
COc1ccc(S(=O)(=O)NCCc2cn3ccsc3n2)cc1OC
  nt	7.5%	13.0	nt	nt	2.5%	nt
CCN1CCN(C(=O)C2CCCN(C(=O)c3ccccc3)CCC(=O)NCC2)CC1 (configuration not stated)
  -8.2%	33.2%[activator]	2.9	7.9%	-3.2%	6.0%	i
O=C(N[C@H]1CCOC[C@H]1C1CCOCC1)c1ccc(-n2ccnc2)cc1
  -19.7%	6.2%	-0.7	-7.4%	-9.2%	10.2%	4.8%
CCc1ccccc1NC(=O)c1ccc2c(O)c(S(=O)(=O)c3ccccc3)c(=O)[nH]c2c1
  nt	10.4%	18.2	nt	nt	-6.8%	nt
CCn1c(=O)c2cc(C(=O)N(CCCOC(C)C)Cc3ccco3)sc2c2ccccc21
  nt	?	13.8	nt	nt	-25.9%	nt
Cc1ccc(CN2C[C@@H](CO)[C@H](c3nc(-c4ccncc4)no3)C2)cc1
  ?	30.3%[activator]	10.4	-21.0%	?	-8.9%	-18.6%
COc1ccccc1CNC(=O)C1CCN(c2nccc(Nc3ccc(C)cc3)n2)CC1
  ?	6.4%	-9.6	nt	?	?	i
CCc1cc(C(=O)N[C@H](c2ccc(OC)nc2)C2CC(O)C2)ccn1 (some centres not stated)
  -6.2%	13.9%	9.9	-9.2%	1.4%	5.1%	-7.9%
CC1(c2noc(C3CCOCC3)n2)CCN(Cc2ccc(Cl)cc2F)CC1
  -28.8%	?	-6.2	9.8%	?	-0.1%	-2.9%
Cc1cnn(CC(=O)N2CC(F)(F)C[C@H]2c2nc(C3CC3)no2)c1
  -0.1%	-17.7%	24.5	3.0%	i	-2.2%	i
COc1ccc(Cn2ccc3nc(C)c(C(=O)N4CCN(c5ccccc5F)CC4)cc3c2=O)cc1
  nt	8.6%	-3.9	nt	nt	4.1%	nt
O=C(C1CCN(Cc2ccccc2-c2cccnc2)CC1)N1CCCC1
  -22.8%[138 µM]	-3.2%[87.6 µM]	-1.3	nt	?	0.0%[12.5 µM]	-4.6%[88.5 µM]
O=C(CN1CC2CC(C1)[C@H]1CCCC(=O)N1C2)NCCCN1CCOCC1 (some centres not stated)
  i	-0.3%	18.2	-0.4%	8.8%	2.7%	-5.3%
CN(C)CCNc1oc(-c2ccc(COc3ccc(Cl)cc3)o2)nc1C#N
  nt	28.1%	0.3	nt	nt	-9.1%	nt
O=C1CC(c2ccccc2)Sc2ccccc2N1Cc1ccccc1F (configuration not stated)
  nt	9.4%	-9.0	nt	nt	-1.3%	nt
COc1ccccc1CCNS(=O)(=O)c1ccc(N2CCCCS2(=O)=O)cc1
  nt	-16.2%	9.5	nt	nt	1.4%	nt
O=C(c1ccccc1F)N1CCC2(CC1)Cc1ccccc1NC2=O
  ?	14.2%	-9.8	1.6%	50.1µM*	3.3%	i
COc1cccc(CN2CCC3(CC2)CC(O)CCO3)c1 (configuration not stated)
  -2.2%	-22.7%	-18.7	-0.7%	13.9%	1.8%[12.5 µM]	i
CC(C)NC(=O)N1CCC(Oc2ccccc2-c2nc(-c3ccccc3)no2)C1 (configuration not stated)
  ?	6.9%	-21.1	?	?	4.7%	i
CC(C)c1cc(C(=O)NC2CCN(c3ncccc3C#N)CC2)n(C)n1
  ?	?	-4.5	13.2%	?	-17.6%	-1.8%
CSc1cccc(NC(=O)Cn2c(N3CCC(C)CC3)nc(C)cc2=O)c1
  11.2µM*	-16.7%	7.9	-12.0%	11.2µM*	?	-11.6%
COC(=O)[C@H](Cc1ccc(OC)cc1)NC(=O)[C@@H]1CNCCN1C(C)=O
  -1.6%[174 µM]	24.6%[87.6 µM]	14.5	0.8%[172 µM]	-6.7%[172 µM]	-1.0%[87.6 µM]	-3.7%[88.5 µM]
COc1ccc(N2CCN(C(=O)c3c(C)oc4nc(C)nc(N5CCCC5)c34)CC2)cc1
  nt	-3.7%	7.0	nt	nt	9.9%	nt
CC(C)=CCC(O)/C(C)=C/CO[C@@H]1O[C@H](CO)[C@@H](O)[C@H](O)[C@H]1O (some centres not stated)
  nt	nt	-3.1	nt	nt	8.9%	4.8%[27.3 µM]
CN(C)Cc1cc(C[C@@H]2C[C@H](N(C)C)C2(C)C)no1
  -19.5%[174 µM]	20.3%[87.6 µM]	6.9	-12.2%[230 µM]	-23.8%[230 µM]	1.7%[87.6 µM]	-4.2%[88.5 µM]
CC(=O)c1cccc(Nc2nc(-c3ccccc3Cl)nc3ccccc23)c1
  nt	?	3.2	nt	nt	?	nt
CCC(C)C(=O)N1CCC2(CCc3nn(Cc4ccccc4)c(=O)n3CC2)CC1 (configuration not stated)
  -31.6%	-15.1%	6.1	nt	?	13.4%	-13.5%
Cc1cc(C)c(CNC(=O)c2nc(-c3cccnc3)cc3[nH]ccc23)c(=O)[nH]1
  ?	4.6%[87.6 µM]	20.0	2.5%[172 µM]	?	?	?
CCc1cccc(NC(=O)c2ccc3c(c2)N(C)C2CCCCCN2C3=O)c1 (configuration not stated)
  ?	13.9%	-12.4	?	35.5µM*	15.5%[12.5 µM]	i
Cc1ccc(NC(=O)C2CCCN(c3ncnc4onc(C)c34)C2)cc1Cl (configuration not stated)
  nt	27.2%	-2.0	nt	nt	15.4%	nt
CC(CNS(=O)(=O)c1ccc2c(c1)CC(=O)N2C)c1ccccc1 (configuration not stated)
  nt	39.6%[activator]	18.9	nt	nt	6.1%	nt
Cc1nc([C@@H]2CN(C(=O)c3cccc(C#N)c3)C[C@H]2C(N)=O)n[nH]1
  -8.0%	-1.5%	3.3	-12.0%	-12.2%	?	i
CC[C@H](/C=C/[C@@H](C)[C@H]1CC[C@H]2[C@@H]3CC=C4C[C@@H](O)CC[C@]4(C)[C@H]3CC[C@]12C)C(C)C
  nt	nt	17.3	nt	nt	3.2%[5.56 µM]	-4.3%[3.85 µM]
COc1cccc(-c2ccc(CN3CCCC(NC(=O)NC4CCCC4)C3)cc2)c1 (configuration not stated)
  -37.7%	15.5%	0.0	nt	?	?	i

# Another view of 2 compounds above.
Cc1ccc(NC(=O)C2CCCN(c3ncnc4onc(C)c34)C2)cc1Cl (configuration not stated)
  NIH3T3 tox = nt	SNCA expr inhib = 27.2%	IP6K1 inh = -2.0	Luciferase inh = nt	HEK293 tox = nt	HEK293 viab = 15.4%	GPT2 inh = nt
CC[C@H]1CN(C(=O)C(C)(C)C)CC[C@H]1CC(=O)NCc1ccccc1
  NIH3T3 tox = -25.3%[174 µM]	SNCA expr inhib = 10.8%[87.6 µM]	IP6K1 inh = -4.1	Luciferase inh = 0.0%[172 µM]	HEK293 tox = -30.2%[172 µM]	HEK293 viab = -10.4%[87.6 µM]	GPT2 inh = 4.7%[88.5 µM]

# Assay outcomes from PubChem.
